CHRM1 PAM: human CHRM1 positive allosteric modulation | activation, % at 3 µM | AID 588819 | CHO-K1 hM1, Fluo-8 calcium fluorescence, ACh EC20; 0% = ACh EC20, 100% = maximal ACh | 0.088% of 360,000 active | P11229; in the data active = activation above about 19%, passing the limit was not always enough
CHRM5 PAM: CHRM5 positive allosteric modulation; activation, % at 3 µM; P08912; 0.3% of 360,000 active; CHO-K1 hM5, Fluo-8 calcium, ACh EC20 PAM; 0% = ACh EC20, 100% = ACh EC100; AID 624038;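 active = activation above the run cutoff, the mean activation of all test compounds plus 3 SD, cut at about 18% in these data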
Target sequence (P08912 whole entry, looked up): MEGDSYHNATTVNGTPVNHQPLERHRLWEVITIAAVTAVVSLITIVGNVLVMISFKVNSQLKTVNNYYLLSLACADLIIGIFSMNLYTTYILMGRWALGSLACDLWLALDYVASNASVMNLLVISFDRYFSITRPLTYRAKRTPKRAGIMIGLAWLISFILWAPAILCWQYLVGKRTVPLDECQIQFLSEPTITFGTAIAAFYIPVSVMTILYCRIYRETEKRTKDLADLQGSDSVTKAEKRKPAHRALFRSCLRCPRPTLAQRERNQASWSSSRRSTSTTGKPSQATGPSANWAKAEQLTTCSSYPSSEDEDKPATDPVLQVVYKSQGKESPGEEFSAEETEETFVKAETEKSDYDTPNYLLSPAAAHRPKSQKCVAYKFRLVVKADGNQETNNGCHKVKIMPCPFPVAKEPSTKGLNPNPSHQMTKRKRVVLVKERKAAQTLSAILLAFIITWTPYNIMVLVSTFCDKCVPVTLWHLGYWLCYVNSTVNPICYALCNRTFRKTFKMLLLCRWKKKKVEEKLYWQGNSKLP
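System – CHO-K1 hM5 cells · Compound – 3 µM, single dose · Incubation – compound preincubation 140 s before EC20 acetylcholine addition · Technique – Fluo-8 calcium fluorescence · Measure – Max/basal fluorescence ratio as % of EC20–EC100 ACh window · Benchmarks – low control EC20 acetylcholine (0%), high control EC100 acetylcholine (100%) · Replication – singlicate, one well per test compound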
M4 antag: CHRM4 antagonism in calcium assay; P08173; CHO-hM4 cells, ACh EC80, Fluo-8 calcium fluorescence; inhibition, % at 3 µM; 0.73% of 360,000 active;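 active = inhibition above its plate's cutoff, the mean inhibition of sample wells plus 3 SD, cut at about 27% in these data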;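 note: 0% = acetylcholine EC80 with DMSO and 100% = DMSO without agonist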
Target sequence (P08173 whole entry, looked up): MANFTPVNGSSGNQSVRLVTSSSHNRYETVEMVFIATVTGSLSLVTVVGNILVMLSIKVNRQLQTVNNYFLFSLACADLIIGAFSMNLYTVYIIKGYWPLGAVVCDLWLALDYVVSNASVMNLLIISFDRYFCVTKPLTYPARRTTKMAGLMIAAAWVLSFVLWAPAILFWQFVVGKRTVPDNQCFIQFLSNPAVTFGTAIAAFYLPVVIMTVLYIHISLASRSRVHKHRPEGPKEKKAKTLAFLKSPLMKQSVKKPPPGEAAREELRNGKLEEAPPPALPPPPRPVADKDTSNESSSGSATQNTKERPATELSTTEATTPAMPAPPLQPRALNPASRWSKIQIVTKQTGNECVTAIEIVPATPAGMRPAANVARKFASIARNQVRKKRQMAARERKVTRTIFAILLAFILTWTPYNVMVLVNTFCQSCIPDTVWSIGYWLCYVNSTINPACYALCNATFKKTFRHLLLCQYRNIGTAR
CHRM5 antagonist: blocks acetylcholine activation of human M5 receptor | 0.59% of 360,000 active | P08912 | AID 624040 | inhibition, % at 3 µM | CHO-hM5 cells, Fluo-8 calcium fluorescence, ACh EC80;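 active = inhibition above a per-plate cutoff, the mean of that plate's test compounds plus 3 SD, cut at about 27% in these data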;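 note: 0% = acetylcholine EC80 with DMSO and 100% = DMSO without agonist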
M4 ag: agonists of human muscarinic M4 receptor (CHRM4). P08173. CHO-K1 hM4/Gqi5, Fluo-8 calcium fluorescence; vehicle 0%, full acetylcholine response 100%. activation, % at 3 µM. 0.14% of 360,000 active;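 active = activation above the run mean over all test wells plus 3 SD, cut at about 32% in these data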;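 note: peak over basal fluorescence ratio per well then scaled between controls; 0% = DMSO wells and 100% = acetylcholine at EC100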
CHRM5 agonist: agonists of human muscarinic M5 receptor (CHRM5); P08912; CHO-K1 hM5 cells, Fluo-8 calcium fluorescence; 0% DMSO wells, 100% maximal acetylcholine response; activation, % at 3 µM; 0.19% of 360,000 active; AID 624037;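 active = activation above the run's mean over test compounds plus 3 SD, cut at about 23% in these data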;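 note: signal is peak over basal fluorescence ratio across the kinetic read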
CRFBP-R2 block: CRF-BP/CRF-R2 complex antagonism; HEK293 CRF-R2/CRF-BP, CRF-induced calcium fluorescence; inhibition, % at 11.8 µM; 0.59% of 350,000 active;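 active = inhibition of the ligand-induced calcium signal above about 50% at the single tested concentration, limit read from the data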
CRFR2-BP ag: CRF-BP/CRF-R2 complex agonism | activation, % at 13.2 µM | 0.46% of 350,000 active | HEK293 CRF-R2/CRF-BP, calcium dye fluorescence (FLIPR); percent of saturating CRF peptide response | AID 588473;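 active = activation of at least 50%, plus an integration ratio under a set limit after plate pattern correction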;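 note: plate controls were neutral control wells without compound for no effect and CRF at EC100 for full effect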
M4 PAM: positive allosteric modulators of human muscarinic M4 receptor | activation, % at 3 µM | 0.4% of 360,000 active | CHO-K1 hM4/Gqi5, Fluo-8 calcium fluorescence, ACh EC20; 0% = ACh EC20, 100% = maximal ACh;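 active = activation above its plate's cutoff, the mean activation of sample wells plus 3 SD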; note: some results filed as inactive read as strong as hits
Active calls of the source: *; x = no result given.

SMILES	CHRM1 PAM	CHRM5 PAM	M4 antag	CHRM5 antagonist	M4 ag	CHRM5 agonist	CRFBP-R2 block	CRFR2-BP ag	M4 PAM
CCOC(=O)Cc1ccc(NC(=O)c2ccc(C(C)(C)C)cc2)cc1	7	1	-10	-3	3	-10	-32	3.7	5
CC(=O)C(=Cc1ccc(C(=O)O)cc1)C(C)=O	-6	-12	1	-2	2	-5	9	-1.2	7
COc1ccc(CNC(=O)C(C)c2ccc([N+](=O)[O-])cc2)cc1 (configuration not stated)	10	1	-13	-6	2	2	2	-0.2	-4
CCCCn1nc(NC(=O)c2cccs2)c2cc3cc(OC)ccc3nc21	-10	-11	14	11	5	4	-22	1.0	-12
O=C(CCCN1C(=O)CCC1=O)Nc1ccccc1F	8	5	4	-14	0	0	3	-1.1	-1
Cc1ccc2nsnc2c1S(=O)(=O)Nc1ccccc1C(=O)O	12	1	-2	-2	0	-3	-1	0.6	0
Cc1cc(C)c2nc(N3CCC(C(=O)NCCN4CCOCC4)CC3)sc2c1	-20	-11	-13	-5	8	-9	-5	1.9	-3
Cc1ccc(NC(=O)CSc2n[nH]c(-c3cccnc3)n2)c(Br)c1	3	2	-4	12	1	-1	-19	1.3	0
O=C(Nc1ccc(Cl)c(S(=O)(=O)Nc2ccccc2Cl)c1)c1cccs1	0	-13	-6	11	4	-3	9	3.0	4
CCOC(=O)[C@H]1CCC[C@@H](NS(=O)(=O)c2ccc(NC(C)=O)cc2)C1	2	3	1	-5	2	-2	9	2.0	2
C=CCOCCN1C(=O)C2C(c3ccccc3)C=CC(c3ccccc3)C2C1=O (configuration not stated)	-2	-19	-3	-8	6	-7	15	1.2	-1
CCN1C(=O)/C(=C/C=C2/CCCN2C)OC1=S	-2	-9	1	16	4	-2	-15	47	7
CC(C)c1nnc(SCC(=O)NC2CCCCC2)n1C	1	-2	-1	-5	2	-3	-1	0.7	4
CCN(CC)CCCN(Cc1cc2cc3c(cc2[nH]c1=O)OCO3)C(=S)NC	0	-1	-6	3	1	-2	7	-0.1	1
C=CCn1c(CNC(=O)c2cccs2)nnc1SCC(=O)Nc1ccc(C(=O)O)cc1	6	-1	9	5	0	-2	-12	0.5	9
Cn1c(N)c(C(=O)COC(=O)CCOc2ccc(C(C)(C)C)cc2)c(=O)n(C)c1=O	-1	-2	2	3	10	-1	-22	-1.7	11
Cc1[nH]c2nc3ccccc3n2c(=O)c1CCC(C)C	5	-1	0	10	0	1	3	1.5	3
CO[C@@H]1O[C@@H]2COC(c3ccccc3)O[C@@H]2[C@@H](OC)[C@@H]1O (some centres not stated)	4	7	-11	-12	1	2	-4	-0.3	3
O=C1CCCC2=C1C1(CCCC1)N=C(Nc1nc3ccccc3o1)N2	0	-3	2	10	0	-1	x	x	2
COc1cccc(C(=O)O)c1OS(=O)(=O)c1ccc(C)cc1	9	-1	-17	2	1	0	-12	-0.7	11
C=C(Cl)COc1ccc2c(CCCC)cc(=O)oc2c1	-6	-12	0	-3	-1	-9	2	1.4	-5
O=C(O)COc1ccccc1/C=N/NC(=O)CSc1nc2ccccc2c(=O)n1-c1ccc(Cl)cc1	4	1	6	1	0	4	21	3.7	-7
CC(C)c1ccc(OCC(=O)NC2CC(C)(C)NC(C)(C)C2)c(Br)c1	2	3	5	-3	2	-7	-10	-0.5	2
Cc1ccc(CC(=O)N(Cc2ccccc2)c2ccccn2)cc1	-5	-11	0	12	1	-3	0	-2.4	-4
Cc1ccc(C(=O)CCC(=O)OCC(=O)NNC(=O)c2ccc([N+](=O)[O-])cc2)cc1	6	-1	-15	-8	2	0	-4	-0.6	9

Pulled one by one from the entries so far:
SMILES	CHRM1 PAM	CHRM5 PAM	M4 antag	CHRM5 antagonist	M4 ag	CHRM5 agonist	CRFBP-R2 block	CRFR2-BP ag	M4 PAM
CC(=O)C(=Cc1ccc(C(=O)O)cc1)C(C)=O	-6	-12	1	-2	2	-5	9	-1.2	7
COc1cccc(C(=O)O)c1OS(=O)(=O)c1ccc(C)cc1	9	-1	-17	2	1	0	-12	-0.7	11
O=C(CCCN1C(=O)CCC1=O)Nc1ccccc1F	8	5	4	-14	0	0	3	-1.1	-1
C=CCn1c(CNC(=O)c2cccs2)nnc1SCC(=O)Nc1ccc(C(=O)O)cc1	6	-1	9	5	0	-2	-12	0.5	9
CCOC(=O)Cc1ccc(NC(=O)c2ccc(C(C)(C)C)cc2)cc1	7	1	-10	-3	3	-10	-32	3.7	5

Next part:
SMILES	CHRM1 PAM	CHRM5 PAM	M4 antag	CHRM5 antagonist	M4 ag	CHRM5 agonist	CRFBP-R2 block	CRFR2-BP ag	M4 PAM
CN=C1S/C(=C\c2ccc(N3CCOCC3)cc2C)C(=O)N1C	1	2	1	-14	1	1	-2	2.3	-2
COc1ccccc1Nc1nc2ccccc2[nH]1	-2	-8	-4	4	2	-2	1	-1.2	-1
Cc1cccn2c(=O)nc(SCC(=O)N3CCC(C)CC3)nc12	10	1	-4	-9	1	-2	27	-0.4	-1
Cc1ccc(C(=O)Nc2ccnc(-c3ccncc3)n2)cc1	1	0	-6	2	4	-2	-28	2.3	7
O=C(NCCN1CCOCC1)c1ccccc1Oc1ccccc1	7	1	-10	3	0	-7	6	0.5	4
Cc1ccc(-n2c(O)c(C=Nc3ccccc3-c3n[nH]c(=S)[nH]c3=O)c3ccccc3c2=O)c(C)c1	-6	5	0	-14	0	1	53*	-0.7	-2
Cc1ccc(OCCC(=O)NCCc2ccc(S(N)(=O)=O)cc2)cc1	3	-8	-3	9	2	2	-4	-1.6	1
O=C(O)[C@H](Cc1ccccc1)NC(=O)N1CCC(Cc2ccccc2)CC1	6	1	0	7	0	-13	-2	-1.3	0
CCOC(=O)C1(Cc2cccc(OC)c2)CCN(Cc2csc(C(C)=O)c2)CC1	6	-5	-6	6	6	-5	11	0.5	-3
N#Cc1ccc(OCc2nnc(SCC(=O)N3CCCc4ccccc43)n2-c2ccccc2)cc1	5	-8	1	-5	9	0	-26	9.3	-10
O=C(Nc1ccccc1N1CCOCC1)c1ccc(Br)o1	2	-1	13	-6	0	3	-5	-4.3	26
CCOC(=O)C1CCN(C(=O)CCN2C(=O)C3C4C=CC(C4)C3C2=O)CC1 (configuration not stated)	10	-2	-8	-3	1	-2	19	-1.8	3
C#CCOCCOCCOCCNc1nc(N2CCN(C(=O)[C@H]([C@@H](C)CC)n3cc(CCCCN)nn3)CC2)nc(N2CCN(C(=O)[C@H](CCCCN)n3cc(CC(C)O)nn3)CC2)n1 (some centres not stated)	3	3	-10	0	1	0	1	-0.6	7
CC1Cc2ccccc2N1C(=O)CSc1nnnn1C(C)C (configuration not stated)	-2	-4	-9	3	1	-4	13	1.6	9
CCOC(=O)c1cc2c(=O)n3cccc(C)c3nc2n(CCCOC)c1=NC(=O)c1cccnc1	-1	-28	-5	3	8	-3	-6	0.3	-3
O=C1CNC(=S)N1CCCn1ccnc1	12	-3	-5	9	0	-2	11	2.4	17
COCCNC(=O)C(c1ccc(C)o1)N(Cc1ccc(F)cc1)C(=O)Cn1nnc2ccccc21 (configuration not stated)	-9	22*	-8	1	2	-5	-7	-2.3	1
COc1cc(-c2cc(=O)c3c(O)cc(O)cc3o2)ccc1O	0	-6	-14	-1	2	1	6	-0.6	5
COc1ccc(-c2ccc(C(=O)NCc3cccs3)c3occc23)c(C)c1	-4	-3	2	3	0	-3	x	x	2
CCC(=O)Nc1cccc(-c2cc3ccccc3oc2=O)c1	7	3	-6	-2	3	1	-3	-1.1	4
COc1ccccc1NC(=O)NCCN1CCCCC1	19	8	-13	-5	2	3	0	-0.4	5
CCn1c(SCC(N)=O)nc2c1c(=O)n(C)c(=O)n2C	4	-3	5	-2	0	-1	3	-2.8	5
COC(=O)c1cc(N=Cc2c(O)c3ccccc3oc2=O)cc(C(=O)OC)c1	5	-9	-1	13	2	1	-11	-1.0	-3
O=C(/C=C/c1ccco1)N1CCN(S(=O)(=O)c2ccccc2)CC1	7	-2	-2	11	1	1	6	2.0	1
Cn1cncc1C#Cc1c(-c2ccsc2)sc2ccccc12	-8	0	3	10	x	-4	-3	0.1	2
SMILES	CHRM1 PAM	CHRM5 PAM	M4 antag	CHRM5 antagonist	M4 ag	CHRM5 agonist	CRFBP-R2 block	CRFR2-BP ag	M4 PAM
CCOC(=O)C1CCN(C(=O)c2ccccc2NC(C)=O)CC1	7	3	6	-5	0	-1	5	-1.4	1
Cc1ccc(CNC(=O)C(=O)c2cn(CC(=O)N3CCCC3)c3ccccc23)cc1	10	-3	4	14	3	0	-5	-1.9	5
CCN(C(=O)COC(=O)CCCOc1ccc(Cl)cc1C)c1c(N)n(Cc2ccccc2)c(=O)[nH]c1=O	12	6	-6	9	0	1	-5	0.0	7
O=C1NC(=Nc2cccc(Cl)c2)SC1Cc1cccc(Cl)c1Cl (configuration not stated)	6	-2	-5	-4	1	1	-24	-0.9	7
COC(=O)/C(C#N)=C/c1ccc(-c2ccc(S(N)(=O)=O)cc2)o1	4	-7	-8	9	3	-5	15	-0.4	7
COc1cc(/C=N/NC(=O)CC2(C)OCCO2)cc(Br)c1O	2	0	-1	-4	2	1	-12	-0.1	-3
CC(=O)c1cnc2scnn2c1=O	1	-1	1	1	0	-1	28	-1.9	5
COc1ccc(C(=O)NCC(=O)N/N=C/c2cccnc2)cc1	14	3	4	-4	2	-4	-16	1.9	14
CCN(CC)C(=O)NC1CC(=O)N(c2ccc(OC)cc2)C1 (configuration not stated)	5	-2	2	-3	0	0	2	-0.9	-3
COc1ccc(CNC(=S)Nc2ccc(S(N)(=O)=O)cc2)cc1	2	0	-2	11	0	0	-21	4.2	3
COCCn1c(-c2cccc([N+](=O)[O-])c2)nc2c1c(=O)[nH]c(=O)n2Cc1ccccc1	14	-3	-1	1	1	-1	-33	-2.2	2
Cc1ccc(NC(=O)CSc2ncn(-c3ccccc3)n2)cc1C	18	8	12	-2	1	-3	-1	0.6	17
COc1ccc(NC2CCCN(C(=O)c3csc(C)n3)C2)cc1 (configuration not stated)	21	10	-1	3	1	-2	2	-1.6	10
CCOc1ccc(C(=O)COC(=O)c2ccc(-n3cnnn3)cc2)cc1	8	0	23	6	2	-3	1	-0.1	-9
O=C(N/N=C/c1ccc[nH]1)c1ccc(COc2cccc3cccnc23)cc1	-2	-2	-5	13	11	-2	-13	-2.7	-7
COc1ccc(C(C(=O)NCC2CCCO2)N(C(=O)Cn2nnc3ccccc32)c2ccc(NC(C)=O)cc2)cc1OC (configuration not stated)	8	5	-2	-5	1	-2	-3	-1.6	6
CC(C)Oc1ccc(S(=O)(=O)N2CCOCC2)cc1NC(=O)c1cc([N+](=O)[O-])ccc1N1CCOCC1	1	-8	0	5	2	3	-8	-1.0	-1
COc1ccc(C(O)c2nc(-c3ccc(F)cc3OC)cs2)cc1 (configuration not stated)	13	0	10	1	5	-1	x	x	5
COc1ccc(CCn2ccc(O)c(Cc3ccc(Cl)cc3)c2=O)cc1OC	2	-4	-5	-5	4	-2	-2	-0.4	-7
CCOc1ccccc1NC(=O)c1ccccc1-c1nc(-c2ccccc2)no1	-3	-8	0	4	0	-6	8	5.6	-8
CCOc1ccc(NC(=O)CCc2c(C)noc2C)cc1OC	2	11	-5	4	0	2	0	1.0	-2
O=C(CCCn1c(=O)[nH]c2ccsc2c1=O)Nc1ccc(F)cc1	9	10	7	-2	1	3	2	-0.8	6
CC(C)(C)NC(=O)C[C@H]1C[C@H](C(=O)N2CCOCC2)[C@@]2(CCC3CCCC3)c3[nH]c4ccc(Cl)cc4c3CCN2C1=O	11	7	-9	-8	0	-2	12	-8.5	5
O=C(NNc1ccccc1)c1ccc(Cl)c(Cl)c1	-4	-4	-3	0	2	4	35	-1.4	-4
